High-throughput results (PubChem)
M4 ag – CHRM4 agonism in calcium assay; P08173; CHO-K1 hM4/Gqi5, Fluo-8 calcium fluorescence; vehicle 0%, full acetylcholine response 100%; activation, % at 3 µM; hit rate 0.14% among 360,000; AID 624127;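 active = activation above the run mean over all test wells plus 3 SD, cut at about 32% in these data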;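 note: peak over basal fluorescence ratio per well then scaled between controls; 0% = DMSO wells and 100% = acetylcholine at EC100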
Target sequence (P08173 whole entry, looked up): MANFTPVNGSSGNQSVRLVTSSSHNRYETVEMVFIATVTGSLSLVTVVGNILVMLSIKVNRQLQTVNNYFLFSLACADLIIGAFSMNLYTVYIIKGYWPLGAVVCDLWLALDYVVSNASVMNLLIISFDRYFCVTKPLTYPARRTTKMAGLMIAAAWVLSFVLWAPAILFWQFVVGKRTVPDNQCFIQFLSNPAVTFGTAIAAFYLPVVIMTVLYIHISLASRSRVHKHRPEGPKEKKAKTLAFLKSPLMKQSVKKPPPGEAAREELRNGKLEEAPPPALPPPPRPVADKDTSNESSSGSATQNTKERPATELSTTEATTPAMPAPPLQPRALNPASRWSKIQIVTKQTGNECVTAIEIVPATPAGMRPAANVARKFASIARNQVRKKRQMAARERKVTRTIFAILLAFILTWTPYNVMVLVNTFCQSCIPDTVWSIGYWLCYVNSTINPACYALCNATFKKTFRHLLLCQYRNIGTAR
CRFBP-R2 block – blocks CRF-induced signaling of the CRF-BP/CRF-R2 complex | HEK293 CRF-R2/CRF-BP, CRF-induced calcium fluorescence | inhibition, % at 11.8 µM | hit rate 0.59% among 350,000 | AID 588475;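 active = inhibition of the ligand-induced calcium signal above about 50% at the single tested concentration, limit read from the data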
M1 PAM – human CHRM1 positive allosteric modulation. P11229. activation, % at 3 µM. CHO-K1 hM1, Fluo-8 calcium fluorescence, ACh EC20; 0% = ACh EC20, 100% = maximal ACh. AID 588819. hit rate 0.088% among 360,000; in the data active = activation above about 19%, passing the limit was not always enough
CHRM4 antagonist – CHRM4 antagonism in calcium assay. hit rate 0.73% among 360,000. inhibition, % at 3 µM. AID 624125. CHO-hM4 cells, ACh EC80, Fluo-8 calcium fluorescence;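 active = inhibition above its plate's cutoff, the mean inhibition of sample wells plus 3 SD, cut at about 27% in these data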;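 note: 0% = acetylcholine EC80 with DMSO and 100% = DMSO without agonist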
M4 PAM – CHRM4 positive allosteric modulation; hit rate 0.4% among 360,000; CHO-K1 hM4/Gqi5, Fluo-8 calcium fluorescence, ACh EC20; 0% = ACh EC20, 100% = maximal ACh; AID 624126; activation, % at 3 µM;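 active = activation above its plate's cutoff, the mean activation of sample wells plus 3 SD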; note: some results filed as inactive read as strong as hits
CRFBP-R2 agonist – agonists of human CRF-binding protein/CRF-R2 receptor complex; AID 588473; activation, % at 13.2 µM; HEK293 CRF-R2/CRF-BP, calcium dye fluorescence (FLIPR); percent of saturating CRF peptide response; hit rate 0.46% among 350,000;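 active = activation of at least 50%, plus an integration ratio under a set limit after plate pattern correction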;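 note: plate controls were neutral control wells without compound for no effect and CRF at EC100 for full effect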
CHRM5 antagonist – antagonists of human muscarinic M5 receptor (CHRM5); inhibition, % at 3 µM; CHO-hM5 cells, Fluo-8 calcium fluorescence, ACh EC80; hit rate 0.59% among 360,000;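 active = inhibition above a per-plate cutoff, the mean of that plate's test compounds plus 3 SD, cut at about 27% in these data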;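 note: 0% = acetylcholine EC80 with DMSO and 100% = DMSO without agonist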
Target sequence (P08912 whole entry, looked up): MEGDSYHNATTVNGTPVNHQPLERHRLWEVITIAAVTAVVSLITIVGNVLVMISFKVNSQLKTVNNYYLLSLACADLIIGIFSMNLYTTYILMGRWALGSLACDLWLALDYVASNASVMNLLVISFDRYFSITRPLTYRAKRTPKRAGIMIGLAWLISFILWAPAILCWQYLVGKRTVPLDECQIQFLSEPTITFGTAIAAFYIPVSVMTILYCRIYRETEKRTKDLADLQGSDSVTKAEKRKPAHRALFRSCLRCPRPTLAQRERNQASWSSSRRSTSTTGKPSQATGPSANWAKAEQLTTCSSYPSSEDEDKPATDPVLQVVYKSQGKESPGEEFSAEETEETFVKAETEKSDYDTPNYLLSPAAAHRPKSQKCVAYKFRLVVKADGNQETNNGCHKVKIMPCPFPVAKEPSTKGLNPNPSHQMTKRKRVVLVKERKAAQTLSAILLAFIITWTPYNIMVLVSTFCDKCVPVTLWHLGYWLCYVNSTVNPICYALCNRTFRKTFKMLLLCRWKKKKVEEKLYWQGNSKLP
M5 ag – CHRM5 agonism in calcium assay; activation, % at 3 µM; AID 624037; P08912; hit rate 0.19% among 360,000; CHO-K1 hM5 cells, Fluo-8 calcium fluorescence; 0% DMSO wells, 100% maximal acetylcholine response;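 active = activation above the run's mean over test compounds plus 3 SD, cut at about 23% in these data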;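 note: signal is peak over basal fluorescence ratio across the kinetic read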
CHRM5 PAM – potentiates acetylcholine response at human M5 receptor; activation, % at 3 µM; P08912; hit rate 0.3% among 360,000; AID 624038; CHO-K1 hM5, Fluo-8 calcium, ACh EC20 PAM; 0% = ACh EC20, 100% = ACh EC100;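 active = activation above the run cutoff, the mean activation of all test compounds plus 3 SD, cut at about 18% in these data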
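Probe or stimulus: acetylcholine, EC20 level; Assay system: human M5 receptor in CHO-K1 cells; Schedule: compound preincubation 140 s before EC20 acetylcholine addition; Technique: intracellular calcium via Fluo-8 fluorescence; Dosing: single-point, 3 µM nominal; Read-out basis: percent activation from peak-over-basal fluorescence ratio, scaled EC20-to-EC100 acetylcholine; Repeats: one well per compound, no replicates.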
Active calls of the source: *; · = not tested or not shown.

Screens in order – M5 ag, CHRM4 antagonist, CRFBP-R2 agonist, M4 PAM, M4 ag, CHRM5 PAM, M1 PAM, CHRM5 antagonist, CRFBP-R2 block
#1 Cc1onc(-c2c(F)cccc2Cl)c1C(=O)Nc1nc2ccccc2[nH]1
→ -1.9, -3.3, 1.8, -7.7, 5.8, -6.0, -3.4, -4.5, -24.7
#2 CC(=O)N1CC(C(=O)Nc2ccc3c(c2)OCO3)Oc2ccccc21 (stereo not drawn)
→ -2.0, 3.1, 1.7, -3.8, 1.1, -32.2, 11.8, 11.1, 11.1
#3 CCOC(=O)C1CCN(S(=O)(=O)c2ccc(NC(C)=O)c(Cl)c2)CC1
→ 4.3, -3.1, 4.1, -5.9, 8.9, -9.2, 0.5, 5.3, -3.0
#4 O=C(NCCCNC(=O)c1ccccn1)c1cccc(F)c1
→ -1.1, 0.9, -0.8, -1.4, 1.3, 1.1, 13.8, 8.6, 4.0
#5 CCOC(=O)c1ccc(-n2c(CN3CCC(O)CC3)nc3ccc([N+](=O)[O-])cc3c2=O)cc1
→ 8.3, -9.6, -0.6, -10.4, 9.2, -2.6, -1.7, 2.2, -11.5
#6 CCN(CC)c1nc2c(c(=O)n(C)c(=O)n2C)n1CCCc1ccccc1
→ 2.1, -8.8, -1.0, -1.5, 1.7, -0.6, 4.0, 8.8, -6.8
#7 COc1cc(OC)nc(NC(=O)CSc2nc3ccccc3o2)n1
→ 2.0, -2.0, 4.3, 4.8, 1.6, 0.6, 5.3, -7.5, -46.7
#8 Cc1cc(=O)[nH]c(SCCCOc2ccc3c(c2)CCC3)n1
→ 2.7, -5.5, -2.2, 12.1, -0.2, 2.3, 3.8, -7.3, -14.8
#9 CCOC(=O)c1ccc(-c2c(C(=O)OCC)oc3cc(O)c(CC)cc3c2=O)o1
→ -5.3, 7.5, 0.1, -8.2, 11.1, -56.6, -6.3, 4.3, 31.6
#10 Cc1cc(NS(=O)(=O)c2ccc(NC(=O)COc3cc(C)c(Cl)c(C)c3)cc2)no1
→ 0.3, -4.7, -1.3, 9.4, 0.1, 7.4, 6.5, -6.1, 10.8
#11 COCc1nc2oc3ccc(F)cc3c(=O)c2cc1C(=O)OC
→ -1.8, 3.3, -2.2, 0.8, 0.8, -5.5, -9.0, 19.3, -0.1
#12 Cc1ccc(C(=O)CCC(=O)OCc2nnc(-c3ccccc3)o2)cc1
→ -1.4, -16.2, 1.2, -0.7, 3.3, 1.5, 11.8, -4.8, -20.9
#13 COc1ccc(NC(=S)N2CCCC2)c(OC)c1
→ -1.2, 0.5, 0.3, 4.3, 0.7, 1.8, 6.3, 4.5, -12.4
#14 Cn1cc([N+](=O)[O-])c(C(=O)N2CCN(Cc3ccc4c(c3)OCO4)CC2)n1
→ -1.6, 0.7, 3.5, 6.0, 0.9, 6.3, 12.1, 7.6, -8.5
#15 Nn1c(SCc2cccc(Oc3ccccc3)c2)nnc1C(F)(F)F
→ -4.4, 0.9, -0.9, -5.4, -1.0, 5.1, 8.9, -1.4, 11.4
#16 Cc1ccc(S(=O)(=O)NCCC(c2ccccc2)c2ccco2)cc1 (stereo not drawn)
→ -4.3, -0.7, -1.4, 4.0, -1.0, -2.3, -0.8, 9.1, -17.7
#17 CCOC(=O)[C@]12CCC=C1N(Cc1ccc(Cl)cc1Cl)C(=O)[C@H](CC(=O)NCC13CC4CC(CC(C4)C1)C3)C2
→ -1.3, 2.7, ·, -3.6, -0.2, -0.9, ·, -1.4, ·
#18 CCc1nc2c(OCCC3CCCCC3)cccn2c1N(C)C(=O)c1ccco1
→ -3.7, 19.8, ·, -6.1, -2.4, 3.8, -3.7, -3.8, ·
#19 CSc1ccc(C2C(C#N)=C(N)N(c3ccccc3)C3=C2C(=O)CCC3)cc1 (stereo not drawn)
→ -6.6, 1.0, 1.3, 1.8, 1.3, 7.6, 4.7, -0.9, -6.0
#20 O=C1/C(=C/c2ccccn2)SC(=S)N1c1cccc(O)c1
→ 2.0, -14.8, -1.1, -10.2, 7.2, -4.7, -1.0, -6.7, 3.5
#21 COc1ccc(CCNC(=O)COC(=O)Cc2c[nH]c3ccccc23)cc1OC
→ 5.1, -8.6, -1.4, -0.5, 10.8, -4.7, -5.5, 9.1, -5.1
#22 Cc1nc(NC(=O)c2cnccn2)ccc1Br
→ -0.5, -5.6, -1.3, 4.1, 4.0, 5.2, 19.7, 2.8, 20.9
#23 CSc1c(C#N)c(N)c(C#N)c2c1COC(C)(C)C2
→ 1.7, -14.9, -3.0, 10.2, -0.5, -0.4, 1.6, -7.3, -25.1
#24 OCCNCCO
→ 0.0, -7.5, -0.1, 6.5, 0.1, 2.7, 15.6, 2.8, -6.3
#25 Cc1oc(-c2ccccc2F)nc1CN1CCC(C(=O)NCc2cccs2)CC1
→ -2.9, -5.3, -0.1, 12.0, 1.2, -1.2, -1.6, -8.2, -22.3
#26 CCc1nnc(NC(=O)CSc2nnc(Cc3cccn3C)n2C)s1
→ 2.3, -18.6, 2.2, 2.3, 0.9, -3.4, 7.9, 0.5, 10.3
#27 CS(=O)(=O)NCCSCc1ccccc1
→ -0.5, 1.8, -2.4, -10.1, -0.3, -4.4, -1.9, -3.5, 4.0
#28 CCCC(=O)Nc1c(-c2cccc(OC)c2)c(=O)c2ccccc2n1C
→ 0.8, 0.8, 0.9, -0.5, 2.3, -0.3, -3.1, -0.5, 3.8
#29 Cc1ccccc1C(=O)Oc1cc(N)n(S(=O)(=O)c2ccccc2)n1
→ -3.3, 3.0, -1.8, -1.4, -0.3, -1.2, -1.3, -2.5, 2.3
#30 COc1ccc(CNC(=O)CCNS(=O)(=O)c2cccc3nsnc23)cc1
→ -3.7, -3.8, -1.0, 6.7, 1.2, 0.9, 14.8, -7.0, -10.1
#31 CCN1CCN(CCCNC(=O)Cn2cc3c(n2)CCCC3)CC1
→ 0.7, -5.8, 8.4, 7.8, 1.8, -0.3, 0.1, -4.6, -6.3
#32 CCCCNC(=O)/C(C#N)=C/c1ccc2c(c1)OCCO2
→ 2.7, -5.5, -0.1, 1.4, 3.4, -2.0, 2.3, -1.9, -59.5
#33 O=S(=O)(Cc1ccccc1)N1CCC(c2nc(-c3cccs3)no2)CC1
→ -0.3, 0.4, 8.0, -6.9, 4.3, -4.4, -7.6, -5.5, 9.5
#34 CC1CN(C(=O)COc2ncnc3ccccc23)CC(C)O1 (stereo not drawn)
→ 0.1, 3.5, -0.9, 14.3, 0.5, 1.5, 5.8, 1.2, 9.5
#35 COc1ccc(-c2coc3cc(O)cc(O)c3c2=O)cc1
→ 0.0, -4.0, -2.1, -0.6, 1.5, -6.4, -2.1, -4.9, 5.2
#36 COc1ccc(-n2nc3c(N4CCC(C(=O)N5CCC(C)CC5)CC4)nnc(C)c3c2C)cc1
→ -5.1, 20.5, 16.4, -12.2, 0.6, -14.9, -18.8, 42.9*, -2.3
#37 COc1ccc(N2CCN(c3nc(NCCO)nc(N4CCOCC4)n3)CC2)cc1
→ -0.3, -13.6, -0.7, 8.2, 3.4, 3.7, 12.2, -4.0, 11.3
#38 N#CCCn1c2ccccc2c2nc3ccccc3nc21
→ -2.6, 8.3, -1.2, -0.9, 0.8, -6.3, -9.8, -1.0, -6.9
#39 COc1ccnc(N2CCN(c3cccc(C(F)(F)F)c3)CC2)c1C#N
→ 1.6, 1.0, 2.8, 6.8, 1.5, -0.1, -5.7, 3.4, -27.2
#40 CC(=O)C1=C(O)C(=O)N(Cc2ccccc2)C1c1cccs1 (stereo not drawn)
→ 1.6, -0.9, -1.6, 3.5, -0.5, -0.7, 3.3, -0.3, 15.9
#41 O=C(NCc1cccnc1)C1c2ccccc2C(=O)N1C1CCCCCC1 (stereo not drawn)
→ 0.8, 4.7, -3.9, 3.5, 0.5, -1.7, 6.2, 4.6, -5.1
#42 CC(CCc1ccccc1)NC(=O)COC(=O)C(CCC(N)=O)NC(=O)c1ccc(F)cc1 (stereo not drawn)
→ -0.8, 5.8, -0.4, 2.1, 1.0, -8.5, -2.3, 11.1, -2.0
#43 COCCn1nnnc1C(c1cc2cc(C)ccc2[nH]c1=O)N1CCc2ccccc21 (stereo not drawn)
→ 3.7, -0.2, 1.6, 0.6, -0.5, -5.8, 8.6, -3.4, -7.4
#44 CCCCn1c(SCC(=O)NC(C)(C)C)nnc1-c1ccco1
→ 3.1, -9.3, -1.8, 2.9, 2.1, 4.4, 7.3, -1.4, -11.9
#45 C/C(=N\NC(=O)c1cccc(Br)c1)c1cccc(NC(=O)c2ccc(C)o2)c1
→ -0.7, -1.6, -1.5, -2.2, 1.2, -2.9, 2.5, -13.2, 19.6
#46 COc1ccc(NS(=O)(=O)c2cccc3cccnc23)cc1OC
→ 4.9, -4.5, 0.4, 4.8, 6.2, -4.7, 3.7, -5.8, 4.2
#47 COc1ccc(C(=O)CSc2n[nH]c(-c3ccncc3)n2)cc1[N+](=O)[O-]
→ 1.6, -0.6, -0.7, 8.0, 2.8, -3.3, 10.6, 4.0, 3.4
#48 CN(C)CCNC(=S)Nc1cccc(Cl)c1
→ -5.0, -10.7, -1.0, 2.5, 1.6, -0.5, 4.5, -8.2, 18.2
#49 CCOc1ccc(/C=C/C(=O)N(C)CC(=O)Nc2cccc(F)c2)cc1OCC
→ 1.5, -3.8, 0.8, -5.7, -0.6, 4.6, 4.9, -8.4, 21.9
#50 O=C(N/C(C(=O)N1CCOCC1)=C(\Sc1ncccn1)c1ccccc1)c1ccccc1
→ 4.8, -9.1, -3.9, -7.9, 15.8, -15.5, -9.8, 6.6, -2.8

(continued)
Screens in order – M5 ag, CHRM4 antagonist, CRFBP-R2 agonist, M4 PAM, M4 ag, CHRM5 PAM, M1 PAM, CHRM5 antagonist, CRFBP-R2 block
#51 COc1ccc(NC(=O)c2cc(-c3ccc(F)cc3OC(C)C)n[nH]2)cn1
→ -2.8, 0.5, ·, -5.9, 10.5, -12.2, -4.7, 19.4, ·
#52 Cc1cc(C(=O)CSc2nnc(-c3ccccc3)n2Cc2ccc3c(c2)OCO3)c(C)n1C
→ -8.3, 4.1, 0.6, -2.2, -0.6, 12.6, 6.2, 4.7, -22.2
#53 COc1ccc(NC(=S)N2CCc3ccccc3C2)cc1
→ -5.7, -9.2, -1.6, 16.8, 1.2, 1.8, -0.8, 0.9, 9.3
#54 COc1cccc(C2C3(C#N)C(N)=NC(OC)(OC)C23C#N)c1 (stereo not drawn)
→ -1.2, -8.3, 0.4, 1.5, 0.6, -3.7, 2.8, -0.9, -7.0
#55 Cc1ccccc1CNc1nnnn1C
→ 1.3, -7.1, 2.0, 2.1, 4.3, 2.4, 8.0, 2.8, 3.4
#56 CON(C)C(=O)c1ccccc1N(C)C(=O)OC(C)(C)C
→ -1.5, -0.3, -0.1, 4.9, 1.5, 5.2, 8.2, 10.3, 0.6
